CHO parental Ca: counter-screen: ATP calcium response change in parental CHO cells; parental CHO-K1, ATP-induced calcium, Fluo-8 fluorescence; inhibition, % at 5.6 µM; 0.63% of 330,000 active;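 active means inhibition above that plate's mean sample inhibition plus 3 SD, cut at about 26% in these data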;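 further: 0% = ATP-challenged DMSO wells and 100% = DMSO wells without ATP; some compounds past the cut are filed as inactive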
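Assay system – parental CHO cells · Reagent – ATP stimulus · Detection – intracellular calcium via Fluo-8 no-wash fluorescent dye · Evaluation – percent inhibition of ATP-evoked calcium rise, normalized to controls · Controls – ATP wells versus no-ATP DMSO wells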
CHRM1 PAM: human CHRM1 positive allosteric modulation. P11229. activation, % at 3 µM. CHO-K1 hM1, Fluo-8 calcium fluorescence, ACh EC20; 0% = ACh EC20, 100% = maximal ACh. 0.088% of 360,000 active; in the data active means activation above about 19%, passing the limit was not always enough
Target sequence (P11229 whole entry, looked up): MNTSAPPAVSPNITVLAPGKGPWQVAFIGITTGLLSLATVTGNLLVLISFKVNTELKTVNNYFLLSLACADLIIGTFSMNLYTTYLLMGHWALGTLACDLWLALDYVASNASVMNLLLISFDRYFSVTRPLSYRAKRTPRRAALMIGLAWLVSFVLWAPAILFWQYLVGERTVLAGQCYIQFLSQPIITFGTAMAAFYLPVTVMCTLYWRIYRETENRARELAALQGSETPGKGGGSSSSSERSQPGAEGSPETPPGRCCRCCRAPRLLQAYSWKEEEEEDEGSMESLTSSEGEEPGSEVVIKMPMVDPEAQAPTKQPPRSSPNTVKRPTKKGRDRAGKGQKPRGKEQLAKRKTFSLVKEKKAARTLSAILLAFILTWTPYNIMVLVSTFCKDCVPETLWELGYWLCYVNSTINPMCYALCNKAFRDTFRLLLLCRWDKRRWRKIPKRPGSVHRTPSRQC
CHRM1 agonist: agonists of human M1 muscarinic receptor | P11229 | CHO-K1 hM1, Fluo-8 calcium fluorescence, agonist mode; 0% DMSO, 100% acetylcholine EC100 | activation, % at 3 µM | 0.33% of 360,000 active | AID 588814;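 active means activation above the run's mean compound activation plus 3 SD, cut at about 16% in these data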;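 further: peak over basal fluorescence ratio within a 140 s kinetic read after compound addition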
TAAR1 antagonist: human TAAR1 antagonism. Q96RJ0. CHO RD-HGA16 TAAR1, Fluo-8 calcium fluorescence, antagonist. inhibition, % at 3 µM. 1.5% of 360,000 active. AID 624466;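 active means inhibition above a per-plate cutoff, the mean inhibition of test compounds on that plate plus 3 SD, cut at about 49% in these data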;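 further: 0% = DMSO plus EC80 beta-PEA response and 100% = DMSO alone without agonist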
Target sequence (Q96RJ0 whole entry, looked up): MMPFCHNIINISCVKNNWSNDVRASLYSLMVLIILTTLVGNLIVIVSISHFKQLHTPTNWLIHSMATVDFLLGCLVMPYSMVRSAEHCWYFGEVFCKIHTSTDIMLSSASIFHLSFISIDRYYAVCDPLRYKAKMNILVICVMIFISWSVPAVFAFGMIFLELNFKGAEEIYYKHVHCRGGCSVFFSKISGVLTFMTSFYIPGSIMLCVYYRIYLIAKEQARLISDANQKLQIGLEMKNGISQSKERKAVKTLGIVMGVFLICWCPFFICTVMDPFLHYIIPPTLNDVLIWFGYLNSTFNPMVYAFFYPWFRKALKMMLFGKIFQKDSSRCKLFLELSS
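Test system: CHO RD-HGA16 cells bearing hTAAR1 | Reagent: β-PEA, EC80 | Compound dosing: 3 µM, single point | Schedule: Dye loading 75 min at 37 °C, then 30 min room temperature | Signal: Calcium fluorescence with Fluo-8 | Evaluation: Percent inhibition of PEA-evoked calcium signal, max/basal emission ratio | Control set: DMSO-only wells and EC80 β-PEA-stimulated wells | Repeats: Singlicate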
TAAR1 ag: agonists of human TAAR1 | Q96RJ0 | CHO RD-HGA16 TAAR1, Fluo-8 calcium fluorescence; vehicle wells 0%, saturating PEA agonist 100% | activation, % at 3 µM | 0.99% of 360,000 active;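 active means activation above the mean activation of all test compounds in the run plus 3 SD, cut at about 38% in these data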
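Test system: RD-HGA16 (CHO) cells co-expressing Gα16 and hTAAR1 | Doses: Single dose, 3 µM | Schedule: 17-24 h seeding, 75 min 37 °C dye, 30 min RT | Evaluation: % activation from peak over basal fluorescence ratio, DMSO-to-PEA scaled | Technique: Kinetic Fluo-8 calcium fluorescence | Benchmarks: Low control DMSO, high control PEA (EC100)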
CHO-K1 Ca antag: nonselective inhibitor or artifact in parental CHO-K1 cells | ATP-induced calcium, Fluo-8 fluorescence | inhibition, % at 3 µM | 0.6% of 360,000 active;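 active means inhibition above a per-plate cutoff, the plate's mean sample inhibition plus 3 SD, cut at about 24% in these data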;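 further: 0% = DMSO plus EC80 ATP and 100% = DMSO alone without ATP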
CHO-K1 Ca PAM: nonselective activator or artifact in parental CHO-K1 calcium assay | ATP EC20, Fluo-8 calcium fluorescence; 0% at ATP EC20, 100% at ATP max | activation, % at 3 µM | 0.02% of 360,000 active | AID 602247;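 active means activation above the run cutoff, the mean activation of all test compounds plus 3 SD, cut at about 40% in these data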;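 further: peak over basal fluorescence ratio in a 140 s read after ATP addition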
CHRM1 antagonist: antagonists of human M1 muscarinic receptor; 1.3% of 360,000 active; inhibition, % at 3 µM; CHO-K1 hM1, Fluo-8 calcium fluorescence, ACh EC80 antagonist;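 active means percent inhibition above its own plate's cutoff, namely the mean of that plate's compound wells plus 3 SD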;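 further: peak over basal fluorescence ratio during 140 s after agonist addition; 0% = ACh EC80 plus DMSO and 100% = DMSO alone without agonist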
CHO-K1 Ca ag: nonselective activator or artifact in parental CHO-K1 cells | Fluo-8 calcium fluorescence; scaled to maximal ATP response, vehicle zero | activation, % at 3 µM | 0.48% of 360,000 active; in the data active means activation above about 15%;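 further: untransfected CHO-K1 host cells lacking M1 receptor as counterscreen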
The depositor's hits bear a star; . = no result given.

SMILES	CHO parental Ca	CHRM1 PAM	CHRM1 agonist	TAAR1 antagonist	TAAR1 ag	CHO-K1 Ca antag	CHO-K1 Ca PAM	CHRM1 antagonist	CHO-K1 Ca ag
C=CCNC(=O)CSc1nc2sc3c(c2c(=O)n1CCC)CCC3	-20	2	-10	-1	-4	-16	14	-5	-0.2
CC(C)(C)c1ccc(OCC(=O)N/N=C/c2ccsc2)cc1	-9	6	-5	-13	7	-4	16	-8	1.2
Cc1cccc(C(=O)NC(=S)Nc2ccccc2C(=O)O)c1	-10	6	-1	16	0	21	-3	1	-1.1
Cn1cccc1/C=N/NC(=O)c1ccn[nH]1	4	8	-2	15	0	-3	21	-7	1.6
CCN(CC)C(=O)CC(c1cc(OC)c(OC)c(OC)c1)c1c(O)cc(OC)cc1OC (stereo not given)	-21	6	-3	7	9	-13	18	-10	4.5
COc1ccccc1C(=O)NC(=O)CSc1nnc(N)s1	-4	2	-4	-7	0	-4	4	5	-0.1
Cc1cc(=O)[nH]c(SCC(=O)NC(c2ccccc2)c2ccccc2)n1	-5	8	-2	-31	6	-4	3	-10	0.2
COc1ccc(N(CC(=O)NCc2ccco2)C(=O)CCC(=O)Nc2ccccn2)cc1	.	0	-5	-14	0	-14	8	0	-0.1
COCCNC(=O)c1cc2cc(Br)cc(Br)c2oc1=O	-4	8	-9	18	1	-24	20	2	1.6
CCc1ccc(N2C(=O)C3C(C2=O)N2CCCN2C3c2ccccc2)cc1 (stereo not given)	-16	-1	-6	-23	1	-5	-12	8	-0.2

Another view of two compounds above:
| smiles | CHO parental Ca | CHRM1 PAM | CHRM1 agonist | TAAR1 antagonist | TAAR1 ag | CHO-K1 Ca antag | CHO-K1 Ca PAM | CHRM1 antagonist | CHO-K1 Ca ag |
| --- | --- | --- | --- | --- | --- | --- | --- | --- | --- |
| COc1ccc(N(CC(=O)NCc2ccco2)C(=O)CCC(=O)Nc2ccccn2)cc1 | . | 0 | -5 | -14 | 0 | -14 | 8 | 0 | -0.1 |
| COCCNC(=O)c1cc2cc(Br)cc(Br)c2oc1=O | -4 | 8 | -9 | 18 | 1 | -24 | 20 | 2 | 1.6 |

5 entries picked at random from the list so far:
SMILES	CHO parental Ca	CHRM1 PAM	CHRM1 agonist	TAAR1 antagonist	TAAR1 ag	CHO-K1 Ca antag	CHO-K1 Ca PAM	CHRM1 antagonist	CHO-K1 Ca ag
CCN(CC)C(=O)CC(c1cc(OC)c(OC)c(OC)c1)c1c(O)cc(OC)cc1OC (stereo not given)	-21	6	-3	7	9	-13	18	-10	4.5
Cn1cccc1/C=N/NC(=O)c1ccn[nH]1	4	8	-2	15	0	-3	21	-7	1.6
Cc1cc(=O)[nH]c(SCC(=O)NC(c2ccccc2)c2ccccc2)n1	-5	8	-2	-31	6	-4	3	-10	0.2
COc1ccc(N(CC(=O)NCc2ccco2)C(=O)CCC(=O)Nc2ccccn2)cc1	.	0	-5	-14	0	-14	8	0	-0.1
Cc1cccc(C(=O)NC(=S)Nc2ccccc2C(=O)O)c1	-10	6	-1	16	0	21	-3	1	-1.1

Look-ups from above:
Value of C=CCNC(=O)CSc1nc2sc3c(c2c(=O)n1CCC)CCC3 under CHO parental Ca: -20
Value of COc1ccc(N(CC(=O)NCc2ccco2)C(=O)CCC(=O)Nc2ccccn2)cc1 under CHO-K1 Ca ag: -0.1

Continuation.
SMILES	CHO parental Ca	CHRM1 PAM	CHRM1 agonist	TAAR1 antagonist	TAAR1 ag	CHO-K1 Ca antag	CHO-K1 Ca PAM	CHRM1 antagonist	CHO-K1 Ca ag
CCCn1c(N)c(C(=O)CSc2nnc3ccccn23)c(=O)n(C)c1=O	.	5	-3	2	1	13	-27	-6	-0.1
C=CCO/N=C(\C)c1c(O)c(C)c(-c2ccccc2)n(-c2ccccc2)c1=O	-16	-5	-2	-24	7	28*	-3	19	-0.2
CC(C)Cn1c(=O)c(C(=O)NCc2ccccn2)c(O)c2ccccc21	-51	12	8	2	16	4	16	-11	0.4
Cc1ccc(F)c(S(=O)(=O)NC(=O)C2(C)CCN2C(=O)CC(c2ccccc2)c2ccccc2)c1 (stereo not given)	.	-3	-2	-20	3	2	-8	-4	-0.5
O=C(NC(=S)Nc1ccc(N2CCCCC2)cc1)c1ccc2c(c1)OCCO2	-11	-5	-3	-9	3	5	4	-2	0.1
O=C(CCN1C(=O)/C(=C/c2ccccc2F)SC1=S)Nc1ccccn1	-5	-1	-2	-4	2	-6	2	1	1.4
Cc1ccccc1NC(=O)Cc1nc(COC(=O)C(NC(=O)c2ccccc2C)C(C)C)cs1 (stereo not given)	-36	-1	-2	15	0	-16	17	6	1.6
COc1ccc(OC)c(CCNC(=O)Cc2ccc(NC3=NC4CS(=O)(=O)CC4S3)cc2)c1 (stereo not given)	-8	-2	-1	-13	0	9	-2	-4	1.2
Cc1nn(-c2ccccc2)c(C)c1P(=O)(c1ccccc1)N(C)C (stereo not given)	3	-4	-1	-10	0	-7	-4	14	-0.4
CC(=O)c1c(C)[nH]c(C(=O)CN2CCN(S(=O)(=O)c3ccccc3[N+](=O)[O-])CC2)c1C	-10	-13	1	21	23	-15	9	3	19*
O=C1NC(=S)N/C1=C/c1cc([N+](=O)[O-])ccc1N1CCOCC1	-20	-10	-2	11	11	13	-14	12	1.5
COc1cc(CCC(=O)NNC(=O)c2ccc(Cl)cc2)cc(OC)c1OC	-11	10	-1	-7	2	-2	14	-7	1.4
CCOC(=O)c1c(C)n(CCNC(C)=O)c2ccc(O)cc12	-5	2	-1	-4	9	-17	21	-9	0.4
CS(=O)(=O)N(CC(=O)NCc1ccncc1)c1cc(Cl)cc(Cl)c1	-16	2	1	-7	7	-15	16	-5	0.4
O=C(NNc1cccc(Cl)n1)Nc1cccc(C(F)(F)F)c1	-13	6	-4	15	15	-7	14	-9	5.1
CC(C)Cn1c(SCC(=O)N(C)c2c(N)n(Cc3ccccc3)c(=O)[nH]c2=O)nc2ccccc21	-5	12	0	-15	1	-1	12	-23	1.7
Cc1cccc(/N=C/c2c(O)ccc3oc4c(c23)CCCC4)n1	-12	7	-9	.	.	-1	16	-7	5.4
CSc1ccc(CN2CCC(C)(Oc3ccc(-n4ccnc4)cc3)C2)cc1 (stereo not given)	.	-29	-8	-3	4	-8	-3	58*	4.7
CC1(C)OC(=O)N2CCc3ccccc3C21C (stereo not given)	-6	9	-2	-10	6	1	18	-9	1.8
Cc1ccc(S(=O)(=O)Nc2cnn(-c3ccccc3)c(=O)c2Cl)cc1	-11	10	-8	1	8	16	-11	-4	-0.3
COc1ccc(CCN2CC(C(=O)OCc3ccccc3Cl)CC2=O)cc1OC (stereo not given)	.	4	0	-9	5	17	-7	-3	0.5
COc1ccc(CCNC(=O)c2sc3cc(C)ccc3c2Cl)cc1	-14	6	-3	25	5	3	11	6	0.2
O=C(CSc1nc(O)c(-c2ccccc2)c(=O)[nH]1)N1CCOCC1	-3	9	-1	-15	2	-17	21	-6	0.3
CCC(C)c1ccccc1NC(=O)C(C)NCCN(C)C (stereo not given)	5	5	-5	-13	3	-14	23	-7	0.8
CCOC(=O)c1ccc(NC(=O)CSCc2ccco2)cc1	-18	7	-4	-10	9	3	11	-5	0.8
N#Cc1cc([N+](=O)[O-])ccc1NC(=O)CSc1n[nH]c(=O)[nH]c1=O	-13	2	0	7	0	5	0	-5	-0.3
CCN(C(=O)CSc1nnnn1-c1ccc(OC)cc1)C1CCS(=O)(=O)C1 (stereo not given)	0	1	-6	-3	10	-12	5	-1	0.7
CC(C)C(=O)Nc1cccc(NC(=O)CCN2C(=O)c3ccccc3S2(=O)=O)c1	-1	4	5	21	7	5	-8	1	1.0
Cc1nc([N+](=O)[O-])c(C(=O)OCc2cccc(Br)c2)n1C	-14	-8	-4	-15	0	-6	2	17	7.5
COC(=O)c1ccc(C(=O)OC)c(NC(=O)CSCc2ccc(Br)cc2)c1	-13	1	-5	33	13	-13	18	-15	0.0
Cc1ccc2nc(CCc3ccc(N)cc3)[nH]c2c1	-18	18	-3	4	0	0	8	-22	-0.4
CC1CN(CCC(=O)Nc2ccc3c(c2)OCO3)CC(C)O1 (stereo not given)	2	8	-2	0	6	-13	-4	-16	0.0
CCn1cc(C(=O)NCC2CCCO2)c2cc(OC)c(OC)cc2c1=O (stereo not given)	-12	6	-3	-1	14	-5	20	-5	1.1
CCc1ccc2c(c1)C(c1ccncc1)=NNC(c1ccccc1)=N2	-10	-1	-5	13	8	9	0	4	0.1
CCOC(=O)c1ccc(NC(=O)c2cc(=O)[nH]c3ccccc23)cc1	-3	9	-1	4	3	-18	20	-9	1.9
CC1(C(=O)NS(=O)(=O)c2ccc(F)cc2F)CCN1C(=O)C1CCCCC1 (stereo not given)	.	7	0	-22	3	4	8	-13	-0.5
Cc1ccc(S(=O)(=O)N2CCN(C(=O)Cc3ccc4c(c3)OCCO4)CC2)cc1C	-17	8	-5	20	7	-11	13	-10	1.2
CSc1ccc(CCNC(=O)c2nn(C)c3c2CS(=O)(=O)c2ccccc2-3)cc1	-2	-13	-8	61*	8	-8	9	13	3.7
OCC[C@@H]1C[C@H](O)[C@@H](O)[C@]2(CCc3ccccc3CO2)O1	-17	6	-4	9	19	-2	0	-1	0.0
Cn1c(CN2CCOCC2)nnc1SCC(=O)Nc1cccc(C(F)(F)F)c1	3	7	-9	0	-1	15	-1	-6	0.1
Cc1cc(NC(=O)CSCC(=O)N(C)Cc2c(F)cccc2Cl)no1	-20	1	0	3	-1	14	-15	4	-0.6
CCCn1c(SCC(=O)c2cc(C)ccc2C)n[nH]c1=O	-14	3	-2	16	16	5	2	-8	0.1

Screening results as filed in PubChem.
